MOR-DOR inv ag: mu-delta opioid heterodimer inverse agonism | P35372+P41143 | cell-based MOR-DOR heterodimer luminescence | inhibition, % at 9.3 µM | hit rate 0.21% among 340,000; in the data active = inhibition above about 22%, passing the limit was not always enough;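 also: 0% = cells with DMSO and 100% = wells without cells with DMSO; values of inactives mirror those of a sister screen read the other way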
DAGLB inh: diacylglycerol lipase beta (human) inhibition; HEK293T DAGLB membrane lysate, EnzChek fluorogenic substrate; AID 504411; Q8NCG7; hit rate 0.059% among 340,000; inhibition, % at 5.17 µM; in the data active = inhibition above about 34%;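 also: 0% = enzyme with vehicle and 100% = wells lacking enzyme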
PKA-R1A activ: activators of PKA-R1A complex. PKA-R1A dissociation, Cy5-IP20 fluorescence polarization; scaled: DMSO 0%, 113 µM cGMP 100%. activation, % at 11.4 µM. hit rate 0.083% among 340,000. AID 504707;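 active = percent activation above the mean of all tested compounds plus 3 SD, cut at about 19% in these data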;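 also: higher means more PKAc released from R1A so a rise in polarization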
PKA-R2B act: activates the human PKA-R2B holoenzyme complex; P22694+P31323; PKA-R2B holoenzyme dissociation, Cy5-IP20 fluorescence polarization; R2B truncated from residue 108, S112A mutant; 0% DMSO only, 100% 113 µM cGMP; activation, % at 11.4 µM; hit rate 0.079% among 340,000;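 active = activation above a cutoff set at the mean over all compounds plus 3 SD, cut at about 18% in these data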;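 also: higher means more holoenzyme dissociation and a rise in polarization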
HTR5A ag ctr: HTR5A agonism, opioid heterodimer counter-screen; AID 504692; hit rate 0.61% among 340,000; activation, % at 9.3 µM; HTR5A agonist assay, luminescence, cell-based; P47898; in the data active = activation mostly above about 9.5%, no sharp cut-off; inactive = mostly below about 7.6%;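 also: 0% = cells with vehicle only and 100% = reference agonist; strong numbers were not always called active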
OPRM1-OPRD1 ag: agonists of human mu-delta opioid receptor heterodimerization; P35372+P41143; cells, OPRM1-OPRD1 heterodimerization, luminescence; activation, % at 9.3 µM; hit rate 0.3% among 340,000; AID 504326; in the data active = activation above about 18%;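 also: 0% = vehicle-treated cells and 100% = reference agonist; values of inactives mirror those of a sister screen read the other way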
Arr AP2 block: blocks beta-arrestin peptide binding to AP2 adaptin; FITC-arrestin peptide / GST-AP2 beads, flow cytometry; AP2 beta2 appendage carries R879A mutation; inhibition, % at 10 µM; hit rate 0.31% among 340,000; AID 504490;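 active = inhibition above a set limit, near 3 SD of compounds lacking own fluorescence, cut at about 54% in these data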;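 also: plate controls were DMSO wells for no effect and 5 µM unlabelled arrestin peptide for full effect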
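Material – AP2 appendage R879A on GSH beads · Buffer or medium – PBS with 0.05% Tween 20 and 0.1% BSA · Probe or stimulus – fluorescein-tagged arrestin peptide at 50 nM final · Incubation – compound with beads 12 min RT, then probe 1 h RT · Detection – high-throughput flow cytometry of beads, ex 488, em 535 nm · Evaluation – percent response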
HTR5A inv ag: HTR5A inverse agonism, opioid heterodimer counter-screen; HTR5A cell line, luminescence; hit rate 0.083% among 340,000; inhibition, % at 9.3 µM; P47898; in the data active = inhibition mostly above about 23%, no sharp cut-off; inactive = mostly below about 18%;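 also: 0% = cells with DMSO and 100% = no-cell wells with DMSO; some compounds called inactive have numbers as strong as hits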
DSG3 Ab inh: blocks pemphigus antibody binding to human desmoglein-3. binding (percent of control), % at 10 µM. P32926. DSG3-coupled beads, scFv-anti-DSG3-GFP binding, flow cytometry; active compounds read low. hit rate 0.48% among 310,000;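 active = binding more than 3 SD below its plate's average and above zero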;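 also: hits lower antibody fragment binding to DSG3; some compounds called inactive have numbers as strong as hits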
Target sequence (P32926 whole entry, looked up, the tested form may be a part): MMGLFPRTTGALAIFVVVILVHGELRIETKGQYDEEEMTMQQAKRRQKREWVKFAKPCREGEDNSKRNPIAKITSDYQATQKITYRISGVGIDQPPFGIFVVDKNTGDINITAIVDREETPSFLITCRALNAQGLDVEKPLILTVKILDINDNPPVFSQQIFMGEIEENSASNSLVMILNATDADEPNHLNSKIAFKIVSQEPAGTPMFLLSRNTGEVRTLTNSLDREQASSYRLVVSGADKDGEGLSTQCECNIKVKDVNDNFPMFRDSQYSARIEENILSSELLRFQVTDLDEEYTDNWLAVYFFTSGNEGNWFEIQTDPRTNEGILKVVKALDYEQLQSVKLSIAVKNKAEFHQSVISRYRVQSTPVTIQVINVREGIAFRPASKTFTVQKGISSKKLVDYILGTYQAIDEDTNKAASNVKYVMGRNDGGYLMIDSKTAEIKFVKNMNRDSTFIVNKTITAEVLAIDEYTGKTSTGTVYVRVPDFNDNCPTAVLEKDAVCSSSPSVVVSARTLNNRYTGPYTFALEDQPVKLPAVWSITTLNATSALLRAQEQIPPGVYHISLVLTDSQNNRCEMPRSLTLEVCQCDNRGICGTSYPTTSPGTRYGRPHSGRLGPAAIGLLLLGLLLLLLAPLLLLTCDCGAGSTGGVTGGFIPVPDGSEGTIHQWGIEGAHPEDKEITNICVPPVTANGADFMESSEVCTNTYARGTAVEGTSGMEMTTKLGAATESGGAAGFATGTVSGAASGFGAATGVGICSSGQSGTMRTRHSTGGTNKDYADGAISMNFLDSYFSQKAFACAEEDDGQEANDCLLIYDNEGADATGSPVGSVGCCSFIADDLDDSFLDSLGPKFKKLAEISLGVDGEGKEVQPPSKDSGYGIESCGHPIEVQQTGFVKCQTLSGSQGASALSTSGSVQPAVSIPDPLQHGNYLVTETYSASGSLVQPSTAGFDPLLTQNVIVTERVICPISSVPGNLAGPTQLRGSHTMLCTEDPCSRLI
V-ATPase pH: yeast V-ATPase proton transport regulation by pHLuorin; S. cerevisiae, pHLuorin cytosolic pH fluorescence; response, % at 10 µM; hit rate 0.37% among 350,000; in the data active = response mostly above about 7.3%, no sharp cut-off; inactive = mostly below about 5.4%; also: actives read high; inactives centre near 0; some compounds called inactive have numbers as strong as hits; reference of the scale not given here
* hit, by the source's call; . = not tested or not shown.

SMILES	MOR-DOR inv ag	DAGLB inh	PKA-R1A activ	PKA-R2B act	HTR5A ag ctr	OPRM1-OPRD1 ag	Arr AP2 block	HTR5A inv ag	DSG3 Ab inh	V-ATPase pH
O=C(Nc1cccc(S(=O)(=O)N2CCOCC2)c1)c1cn(-c2ccccc2)nc1-c1ccc(F)cc1	17	-4	-17	0	2	-2.9	24	-4	96	1
Cc1ccc(S(=O)(=O)CCC(=O)Nc2nnc(-c3ccc(F)cc3)o2)cc1	15	3	-5	-8	-2	-2.9	-20	5	105	0
Cn1c(=O)c(C(=O)CCl)c(N)n(CC2CC2)c1=O	1	0	-20	0	2	-0.1	-2	-9	110	2
CCn1c(SCC(=O)OCC(=O)N2c3ccccc3NC(=O)C2(C)C)nnc1-c1ccco1	7	1	-6	-3	1	-1.3	1	3	101	0
Cc1cccc(NC(=O)C2SC(=Nc3c(C)cccc3C)C(C(=O)N3CCOCC3)=C2N)c1 (stereo unspecified)	30	4	-11	0	-5	-5.1	1	14	102	-4
CC(=O)OCC1=C(C(=O)O)N2C(=O)C(NC(=O)CCn3nc(C(F)(F)F)c(Br)c3C3CC3)C2SC1 (stereo unspecified)	8	-1	5	-4	-2	-1.5	1	5	98	1
CCOC(=O)/C=C/C(=O)NNC(=O)c1ccccc1Cl	27	1	0	-9	3	-5.8	1	3	90	-1
O=C(COc1ccc(Cl)cc1Cl)NNC(=S)NCc1ccco1	-21	3	2	-4	0	3.4	5	-17	88	-4
COc1ccccc1/C=N/NC(=O)C(=O)NCc1cccnc1	15	-2	-3	-7	6	-3.0	7	-19	103	-2
COc1ccc2[nH]c(=O)cc(C(=O)O)c2c1	9	-1	1	5	-2	-1.7	22	1	106	0
Cc1ccc(S(=O)(=O)NNC(=O)c2cnn(-c3ccc(Cl)cc3)c2C(F)(F)F)cc1	-3	-1	-6	-4	-1	0.5	1	-4	111	1
CCCOc1cccc(C(=O)Nc2ccc(Br)cc2F)c1	2	-14	12	-2	0	-0.3	-2	3	62*	0
C/C(=N\NC(=O)C1CC1)c1ccc2c(c1)OCCO2	5	0	5	4	-1	-0.9	-6	4	98	-4
CCOC(=O)c1ccc(N2CN(C3CCCCC3)CNC2=S)cc1	15	1	-3	-5	-1	-2.8	3	-14	111	2
COc1cccc(C(=O)NCCNC(=O)c2ccco2)c1	-27	-1	8	0	1	3.4	2	-3	119	8
O=C(CNC(=O)c1ccc(Cl)cc1)c1ccccc1	7	-2	-3	0	-3	-1.5	1	-17	.	1
O=C(NC1CCCCC1)C(c1ccncc1)N(Cc1ccc(F)cc1)C(=O)c1ccccn1 (stereo unspecified)	-5	0	2	0	-1	0.9	0	4	138	-1
O=C1NC(NS(=O)(=O)c2ccccc2)(C(F)(F)F)C(=O)N1Cc1cccnc1 (stereo unspecified)	12	-3	-2	-2	1	-2.6	25	-11	101	-3
COC(=O)CSc1nnc(CNC(=O)c2cccs2)n1-c1cccc(C)c1	13	-2	-1	1	4	-2.4	-3	13	100	5
CCSc1nnc(-c2cccc(S(=O)(=O)N(C)C)c2)n1-c1cc(OC)ccc1OC	14	-3	-9	-2	1	-2.8	7	-46	101	2
Cc1ccc2[nH]c3c(=O)n(CC(=O)N4CCN(C)CC4)ncc3c2c1	6	0	-1	-1	0	-1.2	-2	10	97	4
O=C1NC2=C(CCc3ccccc32)C(c2ccc(Br)cc2)N1 (stereo unspecified)	-16	1	-20	-1	8	3.1	6	-4	101	8
Cc1ccc(-c2csc(NCCc3nc4cc(Cl)c(Cl)cc4n3CCCO)n2)cc1	-15	0	-1	-11	-2	2.7	7	4	105	1
CCOCCn1c(SCC(=O)OCc2ccccc2)nc2c1c(=O)[nH]c(=O)n2C	3	2	-1	0	2	-0.5	-4	-3	84	-3
Cc1ccc(NC(=O)CCNS(=O)(=O)c2ccc3[nH]c(=O)oc3c2)cc1F	7	4	-9	-3	-3	-1.3	-1	10	85	0
COc1ccc(CCn2c(C3CCCCC3)nc3c(c(=O)c4ccccc4n3C)c2=O)cc1OC	9	1	6	7	5	-1.8	-2	-4	114	0
O=C(COC(=O)c1cccs1)NCC1CCCO1 (stereo unspecified)	13	1	2	-4	7	-2.3	5	-20	102	1
Oc1ccccc1N1CCN(c2ncnc3scc(-c4ccc(F)cc4)c23)CC1	-40	2	-1	3	-3	6.5	5	-8	90	-2
COc1ccc(OC)c2[nH]c(=O)c(CCNC(=O)CC(C)C)cc12	12	-2	3	-14	-4	-3.0	1	3	110	-3
CCc1cc(=O)oc2cc(OCC(=O)NCCCn3ccnc3)c(Cl)cc12	1	3	7	7	6	-0.1	-6	-16	.	1
O=C1/C(=C\c2cccnc2)SC(=S)N1C1CCS(=O)(=O)C1 (stereo unspecified)	-8	0	-2	-12	0	1.5	1	19	104	-1
O=C(NNC(=O)c1ccc(NC(=O)c2ccccc2)cc1)Nc1ccccc1	-32	-3	-6	-6	6	6.3	20	13	93	3
O=C(COc1ccc(Br)cc1CO)Nc1ccc(S(=O)(=O)N2CCCCC2)cc1	-26	-2	-2	-17	2	4.9	-18	-7	98	7
CCOc1ccc(S(=O)(=O)N(C)c2ccc(OCC(=O)NCC3CCCCC3)cc2)cc1	-3	-3	7	-10	-3	0.7	52	7	.	1
O=c1[nH]c2cc3c(cc2cc1CN(Cc1nnnn1CC1CCCO1)C1CCCCC1)OCO3 (stereo unspecified)	9	2	1	-4	-2	-2.1	2	-5	103	-1
Cc1cc(NC(=O)COC(=O)CCS(=O)(=O)c2ccc(Cl)cc2)no1	2	-1	10	-2	-1	-0.3	7	3	99	6
CCCNC(=S)N1CCC(C(=O)c2ccc(OC)cc2)CC1	12	1	-4	-7	3	-1.8	-3	-8	259	-3
Cc1nc2c(c(-c3ccccc3)c1C#N)C(=O)c1ccccc1-2	15	-1	-2	-2	1	-2.7	24	-5	108	-2
CCc1ccccc1NC(=O)c1cnn(-c2ccccc2)c1C	5	-1	-1	3	-3	-1.1	23	10	104	-1
CC(=O)Nc1cccc(OCCCOc2ccc([N+](=O)[O-])cc2)c1	3	-2	6	-3	2	-0.7	7	-7	84	2
CCOc1ccc2nc(SCC(=O)NCc3ccccc3)[nH]c2c1	3	1	7	-7	2	-0.6	7	-32	115	2
S=c1[nH]nc(-c2ccncc2)n1Cc1ccco1	9	0	0	-5	-1	-1.8	10	-4	99	-4
Cc1ccc(OCC(=O)O/N=C(\N)Cc2ccc([N+](=O)[O-])cc2)cc1C	4	3	8	0	5	-0.7	17	3	102	0
COc1ccc(/C(N)=N/OC(=O)CCCc2ccccc2)cc1	-21	-26	7	-11	2	3.8	10	-45	129	4
C=C(C)C1Cc2cc3ccc(=O)oc3cc2O1 (stereo unspecified)	4	-2	-1	-3	1	-0.7	9	7	109	-7
CCNC(=O)NC(=O)C(C)Sc1ccc2c(c1)OCCO2 (stereo unspecified)	5	-4	5	-4	-7	-1.0	31	19	101	-2
O=C(c1cc([N+](=O)[O-])ccc1N1CCN(S(=O)(=O)c2ccc(Cl)c(Cl)c2)CC1)N1CCOCC1	-3	0	-2	-10	3	0.7	16	-4	105	5
Cc1ccc(-n2[nH]c(C)c(/C=N/c3ccccn3)c2=O)cc1	-4	-3	-11	-14	-1	0.6	25	10	106	1
COc1ccc(C(=O)N2CCCC(CO)C2)cc1OC1CCN(C(C)C)CC1 (stereo unspecified)	.	1	-8	-3	.	.	.	.	97	.
O=C(Cn1cnc2ccccc21)c1ccc(Cl)cc1	12	0	-7	3	1	-2.5	-2	-4	121	5

Some values from the entries so far.
Entry for `COc1ccc(/C(N)=N/OC(=O)CCCc2ccccc2)cc1` in HTR5A ag ctr: 2
Entry for `CCNC(=O)NC(=O)C(C)Sc1ccc2c(c1)OCCO2` (stereo unspecified) in OPRM1-OPRD1 ag: -1.0

Next section
SMILES	MOR-DOR inv ag	DAGLB inh	PKA-R1A activ	PKA-R2B act	HTR5A ag ctr	OPRM1-OPRD1 ag	Arr AP2 block	HTR5A inv ag	DSG3 Ab inh	V-ATPase pH
Cc1ccc(CNC(=O)CO/N=C/c2ccc(C(C)(C)C)cc2)cc1	-7	-19	2	-3	0	1.5	1	29	.	-2
O=C(CSc1nnc(-c2ccc([N+](=O)[O-])cc2)o1)Nc1ccccn1	3	1	-5	-3	1	-0.5	-8	21	98	1
COCCNc1nc(Cl)c(C#N)s1	13	0	2	-10	-3	-2.7	26	8	100	0
O=C(Nc1cccc2ncccc12)c1cc2ccccc2o1	4	-2	-3	4	-3	-0.8	-1	8	106	2
Clc1ccccc1Cc1noc(CN2CCCCC2c2ccccn2)n1 (stereo unspecified)	9	-1	-3	-1	1	-1.3	5	-6	113	4
CCCCC(CCC(=O)Nc1ccn(-c2ccccc2)n1)C(=O)O (stereo unspecified)	10	-1	-11	4	7	-1.9	-4	12	91	-3
O=S(=O)(c1ccccc1)N1CCN(c2nc3ccccc3s2)CC1	-6	4	0	0	0	1.0	-8	-25	48	-2
COc1ccc(NC(=O)c2cccc(S(=O)(=O)N(C)c3ccccc3)c2)cn1	3	0	9	5	2	-0.7	0	-7	103	0
COc1ccccc1N1CCN(C(=O)C2CCN(S(=O)(=O)c3ccccc3)CC2)CC1	7	-2	-4	-4	-4	-1.1	-6	-5	104	0
COc1ccc(NC(=O)c2c(C)noc2-c2snnc2C)cc1	11	1	2	-14	-4	-2.0	24	25	110	-2
CCc1ccc2oc(=O)cc(CN3CCN(c4ccc(F)cc4)CC3)c2c1	-6	-5	-14	-4	1	1.5	3	0	105	-2
CCOC(=O)c1c(N/N=C/c2cccnc2)n[nH]c1C	11	0	-6	-6	-2	-2.2	-18	-12	.	5
CCN(CC)CC(=O)Nc1ccc2c(c1)Nc1ccccc1CC2	-45	2	6	-2	3	7.7	-4	-16	107	-5
COc1ccccc1C(=O)Nc1ccc(Cc2ccncc2)cc1	4	-2	-11	-6	-1	-0.7	-2	4	96	-4
Cc1noc(C)c1NC(=O)N(C)C[C@H]1OCCCC[C@@H](C)Oc2ccc(NC(=O)Nc3ccc(F)cc3)cc2C(=O)N([C@@H](C)CO)C[C@H]1C	.	-3	1	-1	.	.	.	.	94	2
O=C(NCCCn1ccnc1)C1CCN(S(=O)(=O)c2ccc(F)cc2)CC1	-9	-2	-6	-15	4	1.1	23	-13	104	-1
Cc1ccn2cc(C(=O)N3CCCC(Nc4ccc(F)cc4)C3)nc2c1 (stereo unspecified)	9	-3	-5	-4	-1	-2.8	7	18	109	2
CCN1CCN(S(=O)(=O)c2ccc(Cl)c(C(=O)NC(C)(C)C)c2)CC1	15	1	-12	-4	1	-3.3	6	27	90	-1
Cn1nc2c(c1C(=O)O)CCCC2	8	0	-6	5	0	-1.3	3	-29	.	1
CSCCC(NS(=O)(=O)c1ccccc1F)C(=O)OCc1ccccc1Cl (stereo unspecified)	-2	-3	-2	-3	7	0.4	6	14	82	-1

High-throughput results: PubChem, several laboratories
